# Screening data from PubChem BioAssay.
# TWEAK Fn14 block = TWEAK-Fn14 signaling inhibition; TWEAK-stimulated Fn14 reporter cells, luciferase luminescence, 8 h; inhibition, % at 10 µM; AID 1159606; hit rate 2% among 360,000; in the data active = inhibition above about 50%
# CF NFkB block = inhibitors of cystic fibrosis induced NF-kB; inhibition, % at 5 µM; hit rate 0.86% among 360,000; AID 588850; KKLEB NF-kB-GFP reporter, PAF-induced, GFP fluorescence overnight;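 active = at least 50% inhibition at 5 µM, scaled per plate between neutral and stimulator controls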;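 note: PAF is a Pseudomonas aeruginosa culture filtrate used as stimulus; plate controls were PAF-stimulated DMSO wells for no effect and unstimulated DMSO wells for full effect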
# TROY NFkB inh = inhibitors of TROY-dependent NF-kB signaling; Q293 LMP1-TROYcd NF-kB luciferase reporter, 4 h; inhibition, % at 10 µM; hit rate 0.98% among 360,000; AID 1347056;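 active = compounds whose plate-normalised and pattern-corrected inhibition of the luciferase reporter signal at the single screening dose is 50% or more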
# LRH-1 inv ag = NR5A2 inverse agonism in reporter assay; HEK293T StAR-luciferase reporter, LRH-1 transfected, 24 h; inhibition, % at 3.6 µM; hit rate 0.13% among 360,000;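 active = inhibition above the mean inhibition of all tested compounds plus 3 SD, cut at about 73% in these data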;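 note: 0% = DMSO wells and 100% = reporter-only cells lacking LRH-1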
# Target sequence (O00482 whole entry, looked up): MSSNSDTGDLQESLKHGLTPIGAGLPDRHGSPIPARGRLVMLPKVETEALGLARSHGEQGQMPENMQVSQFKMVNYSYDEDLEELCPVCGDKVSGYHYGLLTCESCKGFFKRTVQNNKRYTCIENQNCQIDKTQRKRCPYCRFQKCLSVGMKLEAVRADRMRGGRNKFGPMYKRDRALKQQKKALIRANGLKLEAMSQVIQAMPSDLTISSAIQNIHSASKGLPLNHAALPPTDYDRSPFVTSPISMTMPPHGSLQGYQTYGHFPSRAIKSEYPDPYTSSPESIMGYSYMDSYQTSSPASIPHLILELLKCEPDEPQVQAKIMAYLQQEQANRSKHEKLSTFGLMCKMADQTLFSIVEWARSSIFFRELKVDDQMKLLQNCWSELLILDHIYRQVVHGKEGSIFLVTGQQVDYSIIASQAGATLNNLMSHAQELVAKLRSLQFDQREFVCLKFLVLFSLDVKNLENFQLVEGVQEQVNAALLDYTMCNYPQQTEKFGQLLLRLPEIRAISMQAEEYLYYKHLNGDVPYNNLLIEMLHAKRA
# COUP-TFII inh = inhibitors of human COUP-TFII (NR2F2); inhibition, % at 8.6 µM; P24468; HEK293T NGFI-A luciferase reporter, luminescence; hit rate 0.7% among 370,000;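 active = inhibition above a per-plate cutoff, mean inhibition of test wells between control levels plus 3 SD, cut at about 38% in these data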;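 note: cells cotransfected with COUP-TFII expression vector driving the NGFI-A reporter; 0% = median of COUP-TF2 test wells and 100% = reporter-only cells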
# Target sequence (P24468 whole entry, looked up): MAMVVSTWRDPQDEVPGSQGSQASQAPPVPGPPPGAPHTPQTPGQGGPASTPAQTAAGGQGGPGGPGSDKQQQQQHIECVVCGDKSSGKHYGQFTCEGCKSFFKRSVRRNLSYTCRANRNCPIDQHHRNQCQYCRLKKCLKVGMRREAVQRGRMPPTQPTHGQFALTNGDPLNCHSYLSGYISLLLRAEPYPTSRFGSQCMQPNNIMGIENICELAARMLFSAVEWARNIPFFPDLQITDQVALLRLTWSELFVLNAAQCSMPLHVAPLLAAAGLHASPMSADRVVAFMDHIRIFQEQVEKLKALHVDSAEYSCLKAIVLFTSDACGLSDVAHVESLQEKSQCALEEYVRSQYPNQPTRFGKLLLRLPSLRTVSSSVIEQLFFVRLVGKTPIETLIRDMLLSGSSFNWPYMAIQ
# NCOA3 inh = inhibitors of human steroid receptor coactivator 3 (SRC3); AID 588352; inhibition, % at 3.6 µM; hit rate 0.17% among 360,000; HEK293 GAL4-SRC3 luciferase reporter, luminescence;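 active = inhibition above a per-campaign cutoff, the mean of all compounds plus 3 SD, cut at about 60% in these data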;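 note: 0% = DMSO-treated cells and 100% = gossypol-treated cells at 36 µM; higher means less SRC3-driven luciferase light from the GAL4 reporter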
# KKLEB cytotox = CF airway cell cytotoxicity counter-screen; AID 602141; activity change (cytotoxicity), % at 5 µM; KKLEB CF airway cells viability, ATPlite luminescence, overnight; active compounds read low; cells stimulated with P. aeruginosa culture filtrate; hit rate 0.36% among 360,000;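 active = corrected activity change at or below -50% at 5 µM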
# TRAIL sens C8 = sensitizes caspase-8 expressing cells to TRAIL; NB7+C8 cells + TRAIL, ATPlite viability luminescence; inhibition (viability loss, TRAIL sensitization), % at 10 µM; hit rate 1% among 360,000; AID 624354;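 active = compounds causing at least 50% loss of cell viability in the single-dose screen, relative to plate controls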
# SRC2 inh = human SRC2 (NCOA2) inhibition. inhibition, % at 9 µM. Q15596. AID 651957. hit rate 0.17% among 370,000. HEK293 GAL4-SRC2 luciferase reporter, luminescence;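 active = inhibition above the mean inhibition of all tested compounds plus 3 SD, set per campaign, cut at about 52% in these data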;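 note: 0% = DMSO treated cells and 100% = cells given Gossypol at 36 µM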
# EBV LMP1 NFkB = inhibitors of Epstein-Barr LMP1-induced NF-kappaB reporter | LMP1-induced NF-kappaB luciferase reporter cells, luminescence | inhibition, % at 12.5 µM | hit rate 0.69% among 350,000 | AID 504558; in the data active = inhibition above about 41%;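 note: 0% = neutral control wells and 100% = reference inhibitor control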
# SRC1 inh = human NCOA1 inhibition. HEK293 GAL4-SRC1 luciferase reporter, luminescence. AID 588354. hit rate 0.12% among 360,000. inhibition, % at 3.6 µM. Q15788;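 active = inhibition above the campaign mean plus 3 SD, with each screening campaign given its own cutoff, cut at about 60% in these data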;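 note: 0% = DMSO treated cells and 100% = gossypol at 36 µM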
# Active calls of the source: *; nt = no result given.
Structure,TWEAK Fn14 block,CF NFkB block,TROY NFkB inh,LRH-1 inv ag,COUP-TFII inh,NCOA3 inh,KKLEB cytotox,TRAIL sens C8,SRC2 inh,EBV LMP1 NFkB,SRC1 inh
CCOC(=O)N1CCN(c2c(NCCN3CCN(c4ccccc4F)CC3)c(=O)c2=O)CC1,-15,13,18,-3,-1,-8,-5,1,-8,5,1
Cc1cc(NC(=O)CCC(=O)N(c2cccc(F)c2)C(C(=O)NC2CCCC2)c2ccc(C)o2)no1 (centres undefined),12,3,6,5,5,0,3,-5,-5,6,-9
COC(=O)c1cc(-c2ccc(C)o2)nc2ccccc12,-7,0,1,-6,8,5,16,10,14,7,-6
CCOC(=O)C1CCN(C(=O)NS(=O)(=O)c2ccc(C)cc2)CC1,2,3,19,-2,12,6,0,0,4,-19,5
O=C(NNC(=S)Nc1ccccc1Cl)C1CC1,4,6,11,4,15,10,4,-5,-7,8,2
O=C1C2CCCN2C(=S)N1c1ccc(Cl)cc1 (centres undefined),13,-11,5,7,-10,5,1,36,-14,-11,0
CCOc1ccc(C2=NNC(c3cccs3)=Nc3ccc(OC)cc32)cc1OCC,-33,17,-48,-115,-34,-51,-3,-19,-42,3,-60
COC(=O)c1sccc1NC(=O)Nc1cc(C)cc(C)c1,-24,11,-30,-46,-18,-47,11,3,-46,-9,-21
COc1ccc(-n2c(C)cc(/C=C3\SC(=S)N(Cc4ccco4)C3=O)c2C)cc1,7,-8,-24,7,-8,-4,0,5,13,-19,-11
Cc1ccc(C(C)NC(=O)c2ccc3c(c2)OCO3)cc1C (centres undefined),5,-2,5,1,-5,3,15,-2,7,-3,14
COc1ccc(OC)c(S(=O)(=O)N2CCN(CC(O)CN3CCOCC3)CC2)c1 (centres undefined),-7,-23,-4,-17,7,-38,11,3,8,-5,-6
CCNC(=S)N=Nc1c(O)n(Cc2ccc(Cl)cc2)c2ccccc12,14,22,-4,-11,18,13,-11,15,8,12,5
O=C(C1=NN(c2ccccc2)C2C(=O)N(c3cccc(Cl)c3)C(=O)C12)c1ccccc1 (centres undefined),12,-18,-6,15,1,5,4,8,17,-3,-4
Cc1cccc(C)c1-n1ncc(C(=O)NC2CCCC2)c1C1CCNCC1,-9,-17,-12,8,6,6,14,6,4,-3,-5
CC(C)C(C(=O)NC1CCCC1)N(CC1CCCO1)C(=O)CNS(=O)(=O)c1ccccc1 (centres undefined),24,6,1,11,-13,1,1,11,20,2,-5

# The results go on:
Structure,TWEAK Fn14 block,CF NFkB block,TROY NFkB inh,LRH-1 inv ag,COUP-TFII inh,NCOA3 inh,KKLEB cytotox,TRAIL sens C8,SRC2 inh,EBV LMP1 NFkB,SRC1 inh
COc1ccc(-c2nnc(COc3ccc(Br)cc3C)o2)cc1,-29,27,-12,13,6,9,-16,-11,1,nt,-4
COc1cc(/C=N/NC(=O)c2cc(C)oc2C)ccc1O,-15,7,2,-14,-17,-5,-2,-4,-24,6,-21
COCCOC(=O)c1ccc(NC(=O)COc2ccc([N+](=O)[O-])cc2)cc1,6,4,4,-4,4,3,-14,-2,-23,-7,-31
O=C(NCc1ccccc1Cl)c1csc([C@@H]2O[C@H](CO)[C@H](O)[C@H](O)[C@H]2O)n1,1,7,-3,1,0,-3,-8,-5,22,nt,2
COc1ccc(/C=N/NC(=O)c2nc(-c3ccccc3)cc(-c3ccccc3)n2)cc1,30,-16,-22,-3,-20,3,-7,9,-18,-46,8
Cc1nc(-n2cc(F)c(=O)[nH]c2=O)c2nc(C)oc2n1,-13,-1,-12,10,8,-6,3,7,-3,-3,-2
CC(C)Cc1cc(C(=O)Nc2cccc(O)c2)no1,65*,-14,22,-85,-33,-44,-9,64*,-45,-2,-76
O=C(COc1ccccc1F)OCC(=O)c1ccc([N+](=O)[O-])cc1,0,-16,15,14,-1,15,-8,-7,-18,2,-29
Cc1cc(C(=O)NC2CC(C)(C)Cc3c2cnn3-c2ccccc2)n[nH]1 (centres undefined),1,-4,2,-10,-5,-12,4,10,-1,2,6
Cc1cccc(C(=O)Nc2ccc(NC(=O)CN3CCOCC3)cc2)c1,1,-12,-4,6,-14,0,-6,12,-19,0,1
Cc1cccc(N2CC(C(=O)OCC(=O)c3ccc(OC(=O)c4cccs4)cc3)CC2=O)c1C (centres undefined),-11,8,-6,6,2,-11,6,-8,-3,5,-5
Cc1cccc(NC(=S)NCc2ccc3c(c2)OCO3)c1C,-1,-4,-4,17,-3,17,-4,-4,12,2,-10
CCN(CC(=O)NC(=O)NC1CCCC1)Cc1ccccc1,-8,1,2,3,9,15,2,3,-4,5,12
Cc1nc2c(OCCC3CCCCC3)cccn2c1N(C)C(=O)CCC1CCCC1,1,1,-2,6,17,2,0,-2,3,nt,-17
CCOC(=O)C1=C(COC(=O)/C=C/c2cccc([N+](=O)[O-])c2)NC(=O)NC1C (centres undefined),2,18,-15,13,-4,-1,-14,-9,16,-15,4

# Next entries follow:
Structure,TWEAK Fn14 block,CF NFkB block,TROY NFkB inh,LRH-1 inv ag,COUP-TFII inh,NCOA3 inh,KKLEB cytotox,TRAIL sens C8,SRC2 inh,EBV LMP1 NFkB,SRC1 inh
CC(=O)N1CCOc2ccc(S(=O)(=O)N3CCC(C(=O)NCc4ccccc4)CC3)cc21,-2,12,-15,23,-22,-62,-7,-16,-31,-1,13
Cc1cc(C)cc(Nc2ncc3c(n2)CCCC3=O)c1,71*,-11,16,-126,-20,-49,6,1,-41,27,-92
CC(C)C(=O)Nc1ccc(Cc2ccc(NC(=O)C(C)C)c(O)c2)cc1O,12,-2,-19,-5,-3,8,-6,-1,11,0,2
C/C=C(\C)CN1CCC(Oc2ccc(C(=O)NCc3ccccn3)cc2)CC1,4,2,10,1,13,2,1,-3,-8,2,14
Cc1cc(C(=O)COC(=O)c2ccc(O)cc2)c(C)n1-c1ccccc1F,75*,-14,84*,-29,14,-5,6,7,-24,-6,-2
Cc1cccc(C)c1N1C(=O)CC(N(O)c2ccccc2)C1=O (centres undefined),-7,-10,14,31,0,-13,5,-24,-12,5,-29
Cc1sc2ncnc(SCC(=O)NNC(=O)c3ccco3)c2c1C,-6,8,-6,2,3,5,9,0,-24,-1,-37
O=C(O)CN1C(=O)/C(=C/c2ccsc2)SC1=S,6,-9,-11,-9,14,6,4,25,-10,-9,-9
CC(C)N(C(=O)CSc1nnc(CNc2ccc(F)cc2)o1)C(C)C,-7,3,-2,16,3,-1,-2,-3,-4,-7,17
O=C(Nc1cccnc1)c1cc(-c2ccco2)on1,-33,-9,-11,14,2,-4,-3,17,-1,0,1
CCCCN(C)CCn1c(=S)[nH]c2cc(OCC)c(OCC)cc2c1=O,-4,-10,1,12,1,26,10,10,-28,-3,-79
O=C(Nc1ccc(Cl)cc1)c1cc2c(cc1O)[nH]c1ccccc12,82*,67*,55*,13,28,4,-63*,16,22,17,-14
Cc1ccnc(NC(=O)CCC(=O)N(CC(=O)NC(C)(C)C)c2ccc3c(c2)OCO3)c1,5,5,-12,-1,-7,-3,2,-14,6,-28,0
CCOC(=O)c1c(-c2ccccc2)oc2ccc(OCC(O)CN(C)C)cc12 (centres undefined),-55,-4,-147,-1,3,7,-1,18,-26,-9,2
NC(=O)C1CCN(c2nc(-c3ccccc3-c3ccccc3)cs2)CC1,0,-8,-16,-18,1,-3,-6,-3,8,6,-1

# Shown as a hit in CF NFkB block (from the list above):
Compound	TWEAK Fn14 block	CF NFkB block	LRH-1 inv ag	COUP-TFII inh	NCOA3 inh	SRC2 inh	EBV LMP1 NFkB	SRC1 inh
O=C(Nc1ccc(Cl)cc1)c1cc2c(cc1O)[nH]c1ccccc12	82*	67*	13	28	4	22	17	-14

# Record cards (already shown).
# Profile of Cc1cc(C(=O)COC(=O)c2ccc(O)cc2)c(C)n1-c1ccccc1F → TWEAK Fn14 block: 75*; CF NFkB block: -14; TROY NFkB inh: 84*; LRH-1 inv ag: -29; COUP-TFII inh: 14; NCOA3 inh: -5; KKLEB cytotox: 6; TRAIL sens C8: 7; SRC2 inh: -24; EBV LMP1 NFkB: -6; SRC1 inh: -2
# Profile of CC(C)N(C(=O)CSc1nnc(CNc2ccc(F)cc2)o1)C(C)C → TWEAK Fn14 block: -7; CF NFkB block: 3; TROY NFkB inh: -2; LRH-1 inv ag: 16; COUP-TFII inh: 3; NCOA3 inh: -1; KKLEB cytotox: -2; TRAIL sens C8: -3; SRC2 inh: -4; EBV LMP1 NFkB: -7; SRC1 inh: 17

# New compounds follow
compound	TWEAK Fn14 block	CF NFkB block	TROY NFkB inh	LRH-1 inv ag	COUP-TFII inh	NCOA3 inh	KKLEB cytotox	TRAIL sens C8	SRC2 inh	EBV LMP1 NFkB	SRC1 inh
CCOC(=O)c1c(NC(=O)Cn2nnc(-c3ccc(Cl)cc3)n2)sc(C)c1C	-17	-1	-21	4	21	-4	-3	-17	24	-6	0
CN(C(=O)c1ccncc1)c1nnc(-c2cnccn2)s1	1	5	-29	9	7	9	-3	-6	-12	-2	-10
CCc1ccc(NC(=O)CS(=O)CC(=O)Nc2ccc(N3CCOCC3)cc2)cc1 (centres undefined)	-22	2	-12	-17	-12	8	0	23	-1	-4	-4
CCOC(=O)N1CCC2(CC1)C(C#N)=C(N)OC1=C2C(=O)CC(C)C1 (centres undefined)	-8	6	-3	-3	-6	-1	-9	-11	0	-6	5
CCOC(=O)c1c(NC(=O)CSc2nnnn2C)sc(C(=O)N(C)C)c1C	8	-2	-50	-6	-15	1	1	-10	-1	-5	3
CC(NS(C)(=O)=O)C(c1cccs1)N1CCN(c2ccc(F)cc2)CC1 (centres undefined)	-19	6	9	-8	-5	-21	-2	-3	1	9	7
COc1ccc(N(C(C)C(=O)Nc2cccnc2)S(C)(=O)=O)cc1 (centres undefined)	-5	-5	-7	0	-1	14	11	-3	-5	-9	4
Cc1nc2cc(-c3ccccc3)[nH]n2c(=O)c1C	14	-2	-13	-87	-43	-78	5	10	-48	7	-108
